# Source: PubChem (Sanford-Burnham Center for Chemical Genomics)
# CHOP UPR activ: activators of apoptotic CHOP UPR arm, primary screen, cell-based, CHO-CHOP luciferase reporter, luminescence, uHTS | activation, % at 10 µM | actives 0.34% (n = 330,000) | UPR activation; percent of tunicamycin response over DMSO baseline | AID 449763, 2010;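 active = at 10 µM dose, activation of 40% or more, normalized to positive control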;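 also: 100% = tunicamycin at 10 µg/mL and 0% = DMSO alone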
#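 Material: CHO-CHOP cells, stable luciferase reporter of PERK-eIF2a-CHOP signalling; quantity: 500 reporter cells seeded per well; buffer or medium: F12 medium containing 10% fetal bovine serum; compound: one dose, 10 µM in 0.5% DMSO; incubation: 6 h compound treatment, 37 °C; measured by: Steady-Glo luciferase luminescence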
# APJ antag: antagonists of human apelin receptor APJ, primary screen, CHO-K1 cells, beta-arrestin complementation, luminescence | P35414 | inhibition, % at 20 µM | actives 0.32% (n = 330,000) | AID 2521, 2010;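 active = inhibition above about 40% at 20 µM, limit read from the data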;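 also: cells challenged with 10 nM apelin-13 agonist together with compound; plate controls were apelin-13 plus DMSO wells for no effect and DMSO wells lacking apelin-13 for full effect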
# Jurkat NFkB inh: inhibitors of induced NF-kB luciferase reporter, primary screen, TCR NF-kB activation inhibitor project, cell-based, luminescence, uHTS; actives 0.53% (n = 330,000); inhibition, % at 4 µM; Jurkat, PMA/ionomycin-induced NF-kB luciferase reporter; AID 435003, 2010; in the data active = inhibition above about 50%
# tim23-1 inh: growth inhibitors of tim23-1 mutant yeast, primary screen, luminescence, uHTS | S. cerevisiae tim23-1 growth, BacTiter-Glo luminescence, 24 h | inhibition, % at 20 µM | actives 1.3% (n = 330,000);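 active = growth inhibition of the mutant yeast at or above 50%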;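 also: temperature-sensitive mutant grown at 25 °C; plate controls were DMSO-treated mutant yeast for no effect and medium wells lacking yeast for full effect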
# XBP1 UPR activ: activators of adaptive XBP1 UPR arm, primary screen, cell-based, CHO-XBP1 luciferase reporter, luminescence, uHTS | activation, % at 20 µM | IRE1-XBP1 UPR activation; percent of tunicamycin response, DMSO as zero | actives 0.33% (n = 330,000);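 active = versus positive control, 20 µM dose yields 30% or more activation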;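 also: 100% = tunicamycin at 10 µg/mL and 0% = DMSO only wells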
#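 Material: CHO cell line with stable XBP1 luciferase reporter; buffer or medium: F12 medium containing 10% fetal bovine serum; compound: single point, 20 µM final compound, 1% DMSO; incubation: 6 h treatment, 37 °C; measured by: glow luminescence from Steady-Glo reagent; evaluation: activation, % of tunicamycin; control set: tunicamycin high, DMSO low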
# 697 NFkB inh: inhibitors of PMA/ionomycin-induced NF-kB reporter, 697 cells, primary screen, B-cell NF-kB inhibitor project, cell-based, luminescence, uHTS | 697 B-cell NF-kB luciferase reporter, 16 h | inhibition, % at 4 µM | actives 0.33% (n = 330,000) | AID 435022, 2010; in the data active = inhibition above about 35%
# APJ ag: agonists of human apelin receptor APJ, primary screen, CHO-K1 cells, PathHunter beta-arrestin, luminescence; actives 0.11% (n = 330,000); 0% DMSO wells, 100% apelin; P35414; activation, % at 20 µM;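 active = activation more than six SD over the plate average, tested at 20 µM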;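 also: 0% = DMSO alone and 100% = apelin-13 at 10 nM; some results filed as inactive read as strong as hits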
#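 Test system – PathHunter CHO-K1 APJ (AGTRL-1) beta-arrestin reporter cells · Input – 1000 cells/well · Compound – single test compound dose, 20 µM final, 1% DMSO · Times – compound stimulation 90 min at 25 °C, detection 60 min · Technique – beta-gal luminescence · Read-out basis – APJ–arrestin association signal · Control set – negative DMSO alone, positive Apelin-13 at 10 nM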
# Mdm2-MdmX inh: inhibitors of human Mdm2-MdmX association, primary screen, cell-based, luminescence, split luciferase, SaOS-2, uHTS. Protein Mdm4 (Homo sapiens) + E3 ubiquitin-protein ligase Mdm2 (Homo sapiens), …. SaOS-2 split-luciferase Mdm2/MdmX complementation. inhibition, % at 8 µM. actives 3% (n = 330,000). AID 485346, 2010;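 active = inhibition of at least 50% at 8 µM in the primary screen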
# Target sequence (O15151 whole entry, looked up): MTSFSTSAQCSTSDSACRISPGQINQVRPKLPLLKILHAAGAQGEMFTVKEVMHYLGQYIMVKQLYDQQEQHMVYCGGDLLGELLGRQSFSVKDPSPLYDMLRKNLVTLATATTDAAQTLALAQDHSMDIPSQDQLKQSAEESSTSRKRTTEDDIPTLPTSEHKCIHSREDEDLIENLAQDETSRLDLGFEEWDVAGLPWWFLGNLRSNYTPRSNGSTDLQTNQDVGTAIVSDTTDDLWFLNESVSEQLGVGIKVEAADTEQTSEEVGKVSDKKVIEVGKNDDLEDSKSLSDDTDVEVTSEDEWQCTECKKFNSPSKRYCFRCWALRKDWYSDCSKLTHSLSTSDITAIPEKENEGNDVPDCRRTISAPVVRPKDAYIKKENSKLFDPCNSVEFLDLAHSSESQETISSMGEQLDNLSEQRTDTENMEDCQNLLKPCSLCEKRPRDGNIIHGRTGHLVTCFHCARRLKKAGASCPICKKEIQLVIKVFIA
# Target sequence (Q00987 whole entry, looked up): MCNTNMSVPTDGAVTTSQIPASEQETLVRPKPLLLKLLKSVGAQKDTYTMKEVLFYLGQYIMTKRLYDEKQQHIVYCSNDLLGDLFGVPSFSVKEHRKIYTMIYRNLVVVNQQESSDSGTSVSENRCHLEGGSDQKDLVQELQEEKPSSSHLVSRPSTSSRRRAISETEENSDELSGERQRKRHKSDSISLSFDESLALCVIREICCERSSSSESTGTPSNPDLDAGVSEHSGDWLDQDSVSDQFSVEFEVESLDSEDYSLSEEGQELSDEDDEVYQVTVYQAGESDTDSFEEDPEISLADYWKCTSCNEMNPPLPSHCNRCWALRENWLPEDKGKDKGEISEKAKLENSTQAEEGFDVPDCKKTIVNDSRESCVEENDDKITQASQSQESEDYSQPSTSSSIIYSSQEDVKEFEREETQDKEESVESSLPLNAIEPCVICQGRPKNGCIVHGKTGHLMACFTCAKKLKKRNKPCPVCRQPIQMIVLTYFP
# Starred values were filed as active, the others as inactive.
SMILES,CHOP UPR activ,APJ antag,Jurkat NFkB inh,tim23-1 inh,XBP1 UPR activ,697 NFkB inh,APJ ag,Mdm2-MdmX inh
O=C(Nc1ccc(N2CCOCC2)cc1)c1ccc([N+](=O)[O-])o1,57*,-16,-22,55*,0,-9,4,45
O=C(Nc1ccccc1)c1cnc2ccccc2n1,10,15,-63,-1,-1,16,-4,-16
CN(C)c1cccc(C(=O)NNC(=S)NC2CCCC2)c1,-0.7,13,-22,11,-3,-10,-5,20
O=C(NCC(=O)N1CCCCCCC1)c1ccccc1Br,1.0,3,14,15,-2,0,3,1
O=C(NC(=S)Nc1cc(Cl)ccc1N1CCOCC1)c1ccc(-c2cccc(Cl)c2)o1,-1.1,14,5,9,0,5,-2,18
CCCCn1c(N)c(N(CCOC)C(=O)c2ccc(N3C(=O)CCC3=O)cc2)c(=O)[nH]c1=O,-0.7,5,8,14,1,11,-4,5
O=C(NCc1cc2ccccc2[nH]1)C1CCC(=O)N(CCCN2CCCC2=O)C1 (stereo not drawn),-1.4,-23,-10,11,-4,-22,5,-8
CC1CN(S(=O)(=O)c2ccc(-c3nc4ccccc4s3)cc2)CC(C)O1 (stereo not drawn),0.5,14,10,12,-1,-31,-1,8
CCOc1ccccc1NC(=O)c1ccc(Cl)c(NC(=O)CC(c2ccccc2)c2ccccc2)c1,-2.1,-6,4,14,-6,-23,-2,7
CCc1nnc(SCC(=O)Nc2ccc(N3CCOCC3)cc2)n1C,2.2,14,-7,8,-3,-9,-5,26
CCCCn1c(N)c(N(CC(C)C)C(=O)CN(C)Cc2cccc(OC)c2)c(=O)[nH]c1=O,1.6,-5,9,-1,1,14,1,-21
O=C(CN(c1ccc(Cl)c(Cl)c1)S(=O)(=O)c1ccccc1)N1CCc2ccccc2C1,2.2,6,0,15,-6,-5,-5,37
Cc1cc(/C=C2\C(=N)N3N=C(C(C)C)SC3=NC2=O)c(C)n1Cc1ccccc1,-1.4,6,0,33,-4,-4,-3,12
C=CC[C@@H](CC(=O)N[C@@H](CO)Cc1ccccc1)C(=O)N[C@H](COC(=O)[C@@H](CC=C)CC(=O)OC(C)(C)C)Cc1c[nH]c2ccccc12,3.2,-9,-1,3,-3,3,-4,41
O=[N+]([O-])/C(C(Cl)=C(Cl)Cl)=C1\Nc2ccccc2O1,1.1,-4,0,7,-4,8,2,13
COC(=O)c1ccccc1NC1=C/C(=N\S(=O)(=O)c2cccs2)c2ccccc2C1=O,2.2,38,52*,56*,-3,17,-8,100*
O=C(NN=C1CCCCCC1)c1cc(-c2ccccc2)nc2ccccc12,-1.4,-10,-4,28,-1,19,1,18
COC(=O)COc1cccc(-n2cnnn2)c1,-2.2,2,8,5,3,-5,-3,-13
COc1cc(/C=N/NC(=O)c2cccc([N+](=O)[O-])c2)cc(OC)c1O,-0.8,-8,-10,16,-2,15,2,-1
Cc1nn(C)cc1S(=O)(=O)N1CCCC(C(=O)O)C1 (stereo not drawn),-0.5,10,13,-1,-2,13,-2,-25

# One compound at a time, from the list above. Order of screens: CHOP UPR activ	APJ antag	Jurkat NFkB inh	tim23-1 inh	XBP1 UPR activ	697 NFkB inh	APJ ag	Mdm2-MdmX inh
# CCc1nnc(SCC(=O)Nc2ccc(N3CCOCC3)cc2)n1C is listed with 2.2	14	-7	8	-3	-9	-5	26
# O=C(CN(c1ccc(Cl)c(Cl)c1)S(=O)(=O)c1ccccc1)N1CCc2ccccc2C1 is listed with 2.2	6	0	15	-6	-5	-5	37
# O=[N+]([O-])/C(C(Cl)=C(Cl)Cl)=C1\Nc2ccccc2O1 is listed with 1.1	-4	0	7	-4	8	2	13

# Next structures
SMILES,CHOP UPR activ,APJ antag,Jurkat NFkB inh,tim23-1 inh,XBP1 UPR activ,697 NFkB inh,APJ ag,Mdm2-MdmX inh
CN1C(=O)C(=O)N(c2cccc(C(F)(F)F)c2)C1=O,-0.4,-3,-6,-5,0,-1,4,30
O=C(Nc1ccccc1F)c1ccco1,1.0,-3,2,-1,1,5,0,14
CC(=O)Oc1cccc(C(=O)Nc2ccc(NC(=O)c3cccs3)cc2)c1,9.5,-5,-54,-5,-3,-67,1,-33
CCOC(=O)C1(CCOc2ccccc2)CCN(S(=O)(=O)N(C)C)CC1,-0.7,4,-6,25,-2,0,0,0
CN(C)S(=O)(=O)c1ccc(S(=O)(=O)NCCN2CCOCC2)cc1,1.1,6,-1,11,-2,17,-4,3
CCc1cccc(C)c1NC(=O)COC(=O)C1CC(=O)N(CCc2ccc(OC)c(OC)c2)C1 (stereo not drawn),2.0,19,5,15,1,9,1,47
Cc1onc(-c2ccccc2)c1C(=O)OCC(=O)Nc1ccc2c(c1)OCO2,-0.7,13,0,15,-1,18,-3,3
CC(=O)NC(Cc1c[nH]c2ccccc12)C(=O)OCC(=O)Nc1ccc2c(c1)OCO2 (stereo not drawn),-3.6,6,-4,8,-2,12,1,27
O=C(CN1CCN(S(=O)(=O)c2ccccc2)CC1)Nc1ccc(Cl)c([N+](=O)[O-])c1,0.6,-46,2,18,-5,22,5,14
COc1ccc(OC)c(C2CC(=O)c3c([nH]c(C(=O)OCC4CCCO4)c3C)C2)c1 (stereo not drawn),3.5,-17,0,14,-1,8,-4,31
Cc1ccccc1NC(=O)c1cccc(Cn2cc(Br)c([N+](=O)[O-])n2)c1,0.0,4,11,8,-2,18,4,7
Cc1ccc(NC(=S)NC(=O)c2ccc(F)cc2)cc1S(=O)(=O)Nc1cccc(Cl)c1,-2.0,-28,25,-34,-1,-45,-1,67*
Cc1ccc(C(=O)N2CC(C)OC(C)C2)cc1[N+](=O)[O-] (stereo not drawn),-1.9,-8,-1,21,-1,9,-1,-21
Cc1ccsc1/C=N\NC(=O)c1cc(C(C)(C)C)[nH]n1,16,-6,-100,13,1,-39,-4,-32
C=CCn1c(=N)c(C(=O)NCCCOC)cc2c(=O)n3cc(C)ccc3nc21,-0.9,2,-6,-3,0,-1,0,9
NNc1nc(NCc2ccccc2)nc(N2CCOCC2)n1,-1.5,7,0,-6,0,-6,1,22
O=C(CN(c1ccccc1Cl)S(=O)(=O)c1ccccc1)N/N=C/c1ccccc1C(=O)O,0.0,-12,0,11,-2,23,-1,36
CC1Cc2ccccc2N1C(=O)COC(=O)CSc1ccc(F)cc1 (stereo not drawn),-0.3,14,1,12,1,18,9,19
Cc1ccc(OCC(=O)O/N=C(\N)c2cccc([N+](=O)[O-])c2)cc1C,-0.9,1,-18,15,-4,10,2,20
Cc1cccc(/C(N)=N/OC(=O)Cc2ccccc2)c1,5.2,1,-41,30,2,-44,-5,-14
Cc1nn(CCOc2ccccc2)c(=O)n1-c1ccccc1F,1.0,10,-43,2,-3,-42,-1,-50
CCCNC(=O)COC(=O)c1ccc(S(=O)(=O)N2CCCCCC2)cc1,-1.3,4,0,30,-1,-7,-2,-2
COc1cccc(NC(=O)CN(C)CC(=O)Nc2ccc(C)c([N+](=O)[O-])c2)c1,-1.0,-6,-11,-13,0,7,-1,61*
COc1ccccc1C(C)NC(=O)c1ccc(C)o1 (stereo not drawn),-1.3,3,4,23,1,4,-3,24
CCOc1ccc(C(=O)C2CCN(C(=O)c3ccccc3C(=O)O)CC2)cc1,0.7,-4,-11,23,0,8,-4,-6
Cc1ccc(NC2SC(=O)N(CC(=O)O)C2=O)cc1 (stereo not drawn),-1.7,10,13,8,0,-7,-5,20
CC1CCN(C(=O)CSc2nc(N)cc(N)n2)CC1,1.1,8,7,17,-4,10,1,14
COC(=O)c1cc(OC)c(OC)cc1NC(=O)C1CCC(=O)N1S(=O)(=O)c1ccc(C)cc1 (stereo not drawn),1.1,16,12,9,5,3,-4,19
O=c1cc(-c2ccc(O)c(O)c2)oc2c1ccc1ccccc12,-0.3,0,-15,17,8,-49,-1,24
COc1ccc(COc2ccc(S(=O)(=O)N3CCCC3)cc2C(N)=O)cc1F,-4.1,2,5,-4,-2,17,-1,13
Cc1nc(SCC(=O)N2c3ccccc3Sc3ccccc32)n[nH]1,-0.9,17,1,3,-3,0,-2,13
COCc1nnc(NC(=O)CCC2CCCCC2)s1,3.7,10,3,23,1,12,-2,20
CCOC(=O)C1(Cc2ccc(OC)cc2)CCN(C(=O)c2cc(C)on2)CC1,2.8,-8,-18,14,0,-40,10,3
COc1cc(OC)cc(C(=O)NNC(=O)CCC2CCCC2)c1,0.3,-2,-18,-2,-2,9,0,12
O=C(NC(=S)Nc1cccnc1)c1cccc(Br)c1,-2.0,11,-2,26,1,6,-3,18
COc1cc(NC(=O)C2CCCO2)c(OC)cc1NC(=O)c1ccccc1 (stereo not drawn),2.6,-17,-4,29,1,8,-1,27
COc1ccc(OC)c(NC(=O)CCOc2cccc(C)c2)c1,2.8,-11,-5,26,-5,-14,-2,18
CCN(CC)CCn1c2c(c(SCC(=O)Nc3nccs3)nc1=O)CCCC2,-0.6,3,18,-15,1,13,6,18
CCOc1ccc(/C=C2\NC(=S)NC2=O)cc1,0.7,-18,-1,12,2,7,3,16
Cc1c(C=O)c2cc(OCc3ccccc3)ccc2n1C,7.5,18,-62,43,-2,-69,-3,-19
COc1ccc(CNC(=O)Nc2cccc(C(F)(F)F)c2)cc1OC,0.9,11,-5,12,-4,9,-3,-3
O=C(/C=C/c1ccccc1Cl)Nc1cccnc1,6.0,12,-121,13,-2,12,-1,-30
CC(C)CNC(=O)NC(=O)COc1c(F)c(F)cc(F)c1F,0.4,-16,-16,14,3,-6,0,7
O=[N+]([O-])c1ccc(NNC(=S)Nc2ccccc2)cc1,4.0,43*,-81,41,3,-116,-11,-22
O=C(c1ccc(Cl)cc1)c1c[nH]cc1-c1ccccc1,-1.3,4,2,-7,-2,-17,-3,25
CC1CCCCN1CCNC(=O)C1CCCN(S(=O)(=O)c2cccc3nsnc23)C1 (stereo not drawn),2.7,8,-8,3,-1,-13,1,-8
CCOC(=O)c1c(C)[nH]c2ccc(O)cc12,-0.3,-7,1,8,1,-10,7,-19
O=C(Cc1ncc(C(F)(F)F)cc1Cl)NCCc1ccccc1,-0.4,5,-11,10,-2,15,-3,26
Nc1nc(CSc2nc3ccccc3[nH]2)nc(N2CCOCC2)n1,-3.8,0,7,5,-3,22,-4,2
Cc1ccc(N(C(=O)c2ccccn2)C(C(=O)NC2CCCCC2)c2ccncc2)cc1 (stereo not drawn),-1.4,9,-7,16,3,2,-2,8
CCOC(=O)c1cc(C#N)c(SC(C)C(=O)NC2CCCCC2)nc1C (stereo not drawn),0.2,-14,12,10,2,9,-4,35
CCOC(=O)/C=C/c1ccc2c(c1)S(=O)(=O)N(Cc1ccc(OC)cc1)[C@H]2CC(=O)OCC,2.0,-2,20,33,0,18,1,-8

# Arranged by molecular weight (descending): some entries from above
SMILES,CHOP UPR activ,APJ antag,Jurkat NFkB inh,tim23-1 inh,XBP1 UPR activ,697 NFkB inh,APJ ag,Mdm2-MdmX inh
Cc1ccc(N(C(=O)c2ccccn2)C(C(=O)NC2CCCCC2)c2ccncc2)cc1 (stereo not drawn),-1.4,9,-7,16,3,2,-2,8
COc1ccc(CNC(=O)Nc2cccc(C(F)(F)F)c2)cc1OC,0.9,11,-5,12,-4,9,-3,-3
O=C(Cc1ncc(C(F)(F)F)cc1Cl)NCCc1ccccc1,-0.4,5,-11,10,-2,15,-3,26
